12-LOX inh: blocks human arachidonate 12S-lipoxygenase | P18054 | purified 12hLO, xylenol orange hydroperoxide absorbance | Potency, µM (top dose mostly 108 µM), for inactives: at the top dose activity change, negative = inhibition, usual class: inhibitors | hit rate 1.1% among 580,000 | AID 1671190; active means well fitted inhibition curve with a large enough effect; inconclusive means small, poorly fitted or top-dose-only effect, or another doubt; inactive means no such curve, though single readings can be large or run the other way
Target sequence (P18054 whole entry, looked up): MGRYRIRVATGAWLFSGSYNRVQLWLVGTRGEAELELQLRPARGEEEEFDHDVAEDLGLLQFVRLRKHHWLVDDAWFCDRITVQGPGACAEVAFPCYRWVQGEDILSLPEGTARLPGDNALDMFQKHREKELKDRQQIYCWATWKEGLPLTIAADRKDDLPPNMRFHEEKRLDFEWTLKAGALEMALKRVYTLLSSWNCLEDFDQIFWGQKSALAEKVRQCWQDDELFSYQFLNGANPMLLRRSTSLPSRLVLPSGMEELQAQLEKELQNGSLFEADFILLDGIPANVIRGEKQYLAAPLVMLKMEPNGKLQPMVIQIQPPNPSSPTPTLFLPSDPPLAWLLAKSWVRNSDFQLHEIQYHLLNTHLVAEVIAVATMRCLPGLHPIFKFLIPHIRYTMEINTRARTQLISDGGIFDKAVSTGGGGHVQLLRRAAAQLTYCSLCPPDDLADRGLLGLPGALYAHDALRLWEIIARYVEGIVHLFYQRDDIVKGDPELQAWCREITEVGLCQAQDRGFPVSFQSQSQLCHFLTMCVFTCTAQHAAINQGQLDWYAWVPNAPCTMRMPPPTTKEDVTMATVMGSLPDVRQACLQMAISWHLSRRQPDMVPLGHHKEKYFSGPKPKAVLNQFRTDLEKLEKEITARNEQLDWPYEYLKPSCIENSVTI
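Hydroperoxide product was detected by ferrous iron/xylenol orange as the 573 to 405 nm absorbance ratio. Arachidonic acid at 40 uM (final) was turned over for 30 min at room temperature by 150 nM human 12hLO, pH 7.0 Hepes buffer, after 15 min compound preincubation.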
* = called active by the depositor; u = inconclusive; [ ] = dose if it differs, or a comment. On the % scale 0 is the no-effect control and ±100 the full control effect; potency means the concentration at half of the fitted maximal effect.

SMILES	12-LOX inh
CCN(CC)CCNC(=O)C(=O)Nc1cccc(N2CCCS2(=O)=O)c1	-6%
O=C(Nc1cccc(S(=O)(=O)N2CCOCC2)c1)c1cccc(CN2CCCC2=O)c1	6%
COC(=O)C1=C(C)N=C2SC=C(CC(=O)N3CCCC3)N2C1c1cccc(OC)c1OC (stereo not given)	46%
CCc1nc(NC(CC)CO)c(C#N)c2c1CCCC2 (stereo not given)	26%
CCC(CC)NC(=O)C1CCN(C(=O)C(C)(C)C)CC1	3%
COc1ccc(CCC2CCN(C(=O)C3CCN(S(=O)(=O)c4ccccc4C#N)CC3)CC2)cc1	-10%
Cn1nc(C2CCCN2)c2c(C(=O)N3CCC(F)CC3)cc(C3CC3)nc21 (stereo not given)	0%[6.33 µM]
CCOc1cccn2c(=O)c(-c3cc(C)n(-c4ccccc4C)n3)c(C)nc12	11%
CNC(=O)c1cccc2c(C)nnn12	36%[activator][176 µM]
COc1cccc(CNC(=O)CN2C(=O)N(c3ccccc3C)S(=O)(=O)c3ccccc32)c1	-49%
CCn1nccc1C(=O)N1CCC(F)(c2nc(-c3ccncc3)no2)CC1	10%
CCCCNC(=O)c1nc(C2CCN(S(=O)(=O)c3ccccc3)CC2)oc1-c1cccc(C(F)(F)F)c1	0%
CN1CCN(c2ncnc3c2ncn3[C@H]2CN(Cc3cccnc3)C[C@@H](CO)O2)CC1	-21%
CC(C)n1ccc2c(NC(=O)C[C@H]3NC(=O)c4ccccc4NC3=O)cccc21	3%
CCOC(=O)c1sc2nc(OCCN3CCOCC3)cc(C)c2c1N	-24%
Cc1ccc(C(=O)N2CCc3nc(-c4ccccc4)nc(-c4ccc(Cl)cc4)c3C2)cc1	5%
O=C(Oc1ccc(=O)[nH]n1)c1ccccc1	u
CCCOc1ccc(NC(=O)COc2ccc(C)cc2)c2cccnc12	7%
CCNC(=O)C1(C)CCN(C(=O)c2ccc(OC)c(OC)c2)C1 (stereo not given)	-13%
CC(C)CCN1CCC2(CC1)C(=NC1CCCCC1)NC(=O)N2c1cccnc1	8%[6.33 µM]
CN1C(=O)Cc2cc(C(=O)N3C[C@@H](CO)[C@H](c4ccccn4)C3)ccc21	15%
COCCn1ncc(N2CCC(C(=O)N3CCc4ccccc4C3)C2)cc1=O (stereo not given)	15%
Cc1ncccc1C(=O)NCC12CCC=C1N(C)C(=O)CC2 (stereo not given)	38%[activator]
COc1ccc(-c2nc(Cn3c(-c4ccc(Cl)cc4)nc(C)c(CCO)c3=O)c(C)o2)cc1	-11%
Cc1cccn2c(=O)c3cc(C(=O)N4CCN(c5ccccc5)CC4)sc3nc12	u
C[C@H]1CN([C@@H](C)CO)C(=O)CCCn2nncc2CO[C@H]1CN(C)C(=O)Nc1ccccc1	29%
Cc1cnn(CCC(=O)N[C@@H]2CN(Cc3ccccn3)C[C@H]2CN(C)C)c1	105%[activator]
Cc1ccc(CN2CCC(c3nn(Cc4ccccc4)c(=O)[nH]3)CC2)cc1	16%
COC1OCC(O)C(NC(=O)N(C)N=O)C1O (stereo not given)	u
CCOC(=O)c1c(S(=O)(=O)N2CCCC2)nn(CC)c1C	13µM*
CCC(Sc1nc2ccsc2c(=O)n1Cc1ccc(C(=O)O)cc1)C(=O)Nc1cc(Cl)ccc1C (stereo not given)	-11%
COc1ccc2c(C)c(CC(=O)NCCN3CCOCC3)c(=O)oc2c1OC	-48%
CCc1cccc(C)c1NC(=O)c1cc(=O)c2cc(C)ccc2o1	-60%
O=C(c1cncc(F)c1)N1CCOCC2(CN(Cc3cc(F)cc(F)c3)C2)C1	13%[176 µM]
Cc1ccc(OCCCOc2ccccc2/C=N/NC(=O)c2cccc(Cl)c2)c(C)c1	-4%
C/C(=N\NC(=O)c1ccccc1-n1cccc1)c1ccccn1	2%
COCCNC(=O)c1ccc(OC2CCN(Cc3ncc[nH]3)CC2)c(Cl)c1	139%[activator]
COc1cc(CNCc2c(C(=O)O)c(C)n(Cc3c(C)cc(C)cc3C)c2C)cc(OC)c1OC	-56%
CCc1ccc(NC(=O)NCC2CCOCC2)cc1	27%
CN(C)c1ccc(CC(=O)N2CCCC(c3cc(C(=O)Nc4ccc(C(C)(C)C)cc4)no3)C2)cc1 (stereo not given)	-7%
COc1cc(CN2CCN(c3ncc(F)cn3)CC2)cc(Cl)c1OC	46%[activator]
CC1=C[C@@H](CNC(=O)C(C)(C)C)[C@H](C(C)C)C[C@H]1CC(=O)N(C)Cc1cccnc1	9%[176 µM]
Cc1nc(C)n(CCCn2ccnc2-c2cc3n(n2)CCCNC3)n1	64%[activator]
CN(Cc1ccco1)C(=O)c1ccc(S(C)(=O)=O)cc1	36%[activator]
CCn1ncc(Br)c1C(=O)Nn1c(C)nc2sc3c(c2c1=O)CCC(C)C3 (stereo not given)	u
Cn1cnc2c1c(=O)n(CC(=O)N1CC(C(=O)N3CCOCC3)Oc3ccccc31)c(=O)n2C (stereo not given)	34%
CC1(C(=O)NS(=O)(=O)c2ccc(F)cc2F)CCN1C(=O)c1ccccc1 (stereo not given)	-1%
Nc1[nH]c(C(=O)c2ccc(Cl)cc2)c(-c2ccc(Br)cc2)c1C(=O)c1c[nH]c2ccc(F)cc12	-19%
CCN1CCC(NC(=O)CN(C)Cc2ccc(C(F)(F)F)cc2)CC1	-3%
COc1ccccc1N1CCCc2ncc(C(=O)N(C)Cc3ccccc3)cc21	-1%[176 µM]

Next section:
SMILES	12-LOX inh
CC1(Cc2ccc(Cl)cc2)C(=O)Nc2ccc(S(=O)(=O)NC3CCCCC3)cc21 (stereo not given)	5%
COc1ccc(NC(=O)C2=NO[C@@H]3CN(Cc4ccc(F)cc4)C[C@H]23)cn1	17%[176 µM]
CN1CCN(c2ccc(-c3cc4c(ccn4C)c(C(=O)NCCN4CCNC4=O)n3)cc2)CC1	-19%
O=c1cc(CSc2nnnn2-c2ccccc2)[nH]n1-c1ccc(Cl)cc1	40µM*
O=C(Nc1ccccc1)N1CCC(c2nn(-c3ccc(Cl)cc3)c(=O)[nH]2)CC1	32µM*
CCOCCn1c(=O)[nH]c2cc(C(=O)NCCn3cnnc3)ccc21	11%
CCOc1ccc(NC(=O)Cn2cnc3c(cnn3-c3cc(Cl)ccc3C)c2=O)cc1	u
COc1cc(NC(=O)Cn2nc3n(c2=O)CCCCC3)cc(OC)c1	54%[activator]
COCC(=O)Nc1cc(C(=O)N2CCCC(C(N)=O)C2)cc2nc(-c3ccccc3)n(C)c12 (stereo not given)	4%
COCCn1ncc(N2CCCC(CC(=O)NCc3ccc(C)o3)C2)cc1=O (stereo not given)	1%
COc1ccc(C(=O)N[C@@H]2CCC[C@@H]2C(=O)NCc2ccc(C(F)(F)F)cc2)cc1	48%[activator]
O=C(Cc1ccsc1)Nc1cnc(-c2ccccc2)nc1	u
COCCn1c(C)nnc1-c1cc(-c2ccccc2Oc2ccccc2)ccn1	11%[176 µM]
O=C(NC[C@H]1Cn2c(-c3ccccc3)cnc2CO1)C1CCOCC1	6%[176 µM]
COC(=O)c1cn(CC(=O)NC2CCCC2)c2ccccc12	-3%
COCCNc1ncc(-c2cccc(N[S+](C)(=O)[O-])c2)c2c1OCC2	1%[176 µM]
O=C1[C@@H]2[C@H]3CC[C@H](C3)[C@@H]2C(=O)N1CCCCN1CCN(c2ncccn2)CC1	-12%[22.9 µM]
CN(C)Cc1ccccc1CNC(=O)c1nn(-c2ccccc2)c2c1CCC2	7%
O=C(Cc1ccc(F)cc1)NCCc1c[nH]c2ccccc12	u
Cc1cncc(C(=O)N[C@@H]2CN(S(C)(=O)=O)C[C@H]2CN(C)C)c1	24%
COCCNC(C)(CCCCC(=O)O)c1nnnn1-c1c(C)cccc1Cl (stereo not given)	u
O=C(Nc1ccccc1-c1ccccc1)c1ccc(Cl)cc1	3%
Cc1nc(N2CCC(C(=O)NCCc3cccs3)CC2)cc(C(F)(F)F)n1	35%[activator]
Cc1ccc2c(=O)cc(C(=O)N(Cc3ccc(Cl)cc3)C3CCS(=O)(=O)C3)oc2c1C (stereo not given)	2%
CCN1C(=O)CCN(C(=O)NCC(C)C)CC12CCOCC2	20%

12-LOX inh, entries above that show a hit.
SMILES	12-LOX inh
CCOC(=O)c1c(S(=O)(=O)N2CCCC2)nn(CC)c1C	13µM*
O=c1cc(CSc2nnnn2-c2ccccc2)[nH]n1-c1ccc(Cl)cc1	40µM*
O=C(Nc1ccccc1)N1CCC(c2nn(-c3ccc(Cl)cc3)c(=O)[nH]2)CC1	32µM*

(more compounds)
SMILES	12-LOX inh
Cn1nccc1C(=O)N1CCCN(CCc2ccccc2)c2ccccc21	u
CCN1c2cc(C(=O)N3CCN(c4ccccc4F)CC3)ccc2C(=O)N2CCCCC21 (stereo not given)	16%
COc1ccc(S(=O)(=O)N2CCN(c3ccccc3)CC2)cc1-c1noc(C2CCCCC2)n1	0%
COc1ccccc1[C@@H]1CN(C(=O)CN2CCOCC2)C[C@H]1C(=O)O	63%
CN1C(=O)COc2ccc(C(=O)N3CC(C)(C)[C@@](C)(O)C3)cc21	29%
Cc1cc(F)ccc1OCC(=O)c1ccc2c(c1)N(C(C)C(=O)NCc1ccc(F)cc1)C(=O)CO2 (stereo not given)	29%
O=C(CCc1cccc(F)c1)NC1CC2CC1C1CCCC21 (stereo not given)	u
Cc1ccc(S(=O)(=O)N2CCCC(Cn3cnc4cccnc43)C2)c(C)c1 (stereo not given)	-12%
COc1ccc(OCCOC(=O)c2ccc3nccnc3c2)cc1	51%[activator]
Cc1cccc(CN2CCOc3c(O)cc(-c4ccccc4C)cc3C2)n1	71%[activator]
COc1ccc(C(=O)N2C[C@@H]3C[C@H](C2)c2c(NS(=O)(=O)c4cccs4)ccc(=O)n2C3)cc1	59%[activator]
CCOCC(=O)N1Cc2ccccc2OC2(CCN(C(C)C)CC2)C1	3%
Cc1cc(C)c2cc(C(=O)O)[nH]c2c1	-19%
CCC(C)NC(=S)Nc1ccc(C)cc1 (stereo not given)	-53%
Cc1[nH]c2ccc(Cl)cc2c1CCNC(=S)NC(C)(C)C	u
O=C(/C=C/Nc1ccc(Cl)cc1)C(F)(F)F	u
CN(CCc1ccccc1)[C@@H]1[C@H](O)[C@H](CO)O[C@@H]1CNS(=O)(=O)c1cccs1	5%
CCCNC(=O)C(C)Sc1nc(-c2ccco2)nc2ccccc12 (stereo not given)	1%
COCCCNC(=O)c1ccc(CN2C(=O)NC3(CCS(=O)(=O)CC3)C2=O)cc1	5%
C(=Nn1cnnc1)c1ccc2c(c1)CCC2	-21%
O=C1CN(C(=O)C2CCN(c3nc(-c4ccccc4)nc4c3CCC4)CC2)CCN1	16%
CCS(=O)(=O)N1CC[C@H]2C(=O)NCCCCCCN(Cc3ccncc3)[C@@H]2C1	35%
CN(Cc1cnn(-c2ccc(F)cc2)c1)C(=O)[C@H]1O[C@@H](n2cnc3c(N)ncnc32)[C@H](O)[C@@H]1O	-12%
CC(=O)NCCc1ccc(C(=O)COc2c(Cl)cccc2Cl)s1	6%
COC(=O)c1cc2c(c3c4cc(F)ccc4n(S(=O)(=O)c4cccc(C)c4)c13)C(=O)N(Cc1ccccc1OC)C2	-10%

Structural class, the compounds so far containing a cyano group
SMILES	12-LOX inh
CCc1nc(NC(CC)CO)c(C#N)c2c1CCCC2 (stereo not given)	26%
COc1ccc(CCC2CCN(C(=O)C3CCN(S(=O)(=O)c4ccccc4C#N)CC3)CC2)cc1	-10%

(listing goes on)
SMILES	12-LOX inh
CCCNC(=O)/C(C)=C/c1ccccc1	-9%
Cc1cc2nc3n(c(=O)c2n1CC(=O)Nc1cccc(C(F)(F)F)c1)CCCCC3	4%
O=C(O)/C=C/c1cc(Cl)c(OCc2ccccc2)c(Cl)c1	u
Cc1noc([C@@H]2CN(CC3CCCCC3)C[C@H]2CO)n1	18%
O=C(C[C@H]1NC(=O)c2ccccc2NC1=O)NCCn1cnc2ccccc21	65%[activator]
Cn1c(=O)c2c(nc(Cl)n2CC(=O)c2ccc(Br)cc2)n(C)c1=O	-27%
CCOC(=O)c1ccccc1NC(=O)COC(=O)c1ccc2c(c1)NC(=O)C(C)S2 (stereo not given)	-33%
CCOC(=O)CC1CCCCN1S(=O)(=O)c1cc(F)ccc1F (stereo not given)	-30%
CCCn1c(-n2nc(C)c(C)c2C)nc2c1c(=O)n(CCN1CCOCC1)c(=O)n2C	10%
COCCn1c(SCc2nc(-c3cccc(C(F)(F)F)c3)no2)nc2ccsc2c1=O	-49%
C=CCNCc1ccc(Cl)c(Cl)c1	-2%
CNC(=O)CNC(=O)c1cc2cc(C)ccc2nc1C	13%
O=C(NC1CCCN(c2cc(-c3ccc(Cl)cc3)[nH]n2)C1)c1ccc(Br)o1 (stereo not given)	0%
C[C@@H]1CCCCO[C@H](CN(C)S(=O)(=O)c2cn(C)cn2)[C@@H](C)CN([C@H](C)CO)C(=O)c2cc(NC(=O)CCCN(C)C)ccc2O1	u
COc1ccc(OC)c(C(=O)COC(=O)c2c(Cl)cccc2Cl)c1	11%
COc1ccc(NC(=O)N2Cc3[nH]cnc3C[C@H]2c2nc(-c3ccc(C(F)(F)F)cc3)no2)cc1	51%[activator]
CC(C)c1cc(C2CCCN2CCC(=O)Nc2ccc(C(N)=O)cc2)no1 (stereo not given)	8%
Cc1ccc(S(=O)(=O)N(C)C2CCOc3ccccc32)cc1 (stereo not given)	-16%[176 µM]
O=S(=O)(c1ccc(F)cc1)N1N=C(c2ccccc2)CC1c1ccc2nccnc2c1 (stereo not given)	-6%

Source: PubChem BioAssay

Only part of the results is shown; the hit share may differ from the screen's.
